Screening results (PubChem)
PGE2 EP2 inh = inhibitors of human EP2 prostaglandin E2 receptor; AID 1422; P43116; 0.52% of 260,000 active; inhibition, % at 25 µM; C6 glioma cells expressing human EP2, cAMP TR-FRET; cells stimulated with saturating PGE2;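 active = percent inhibition above 40 after rounding to a whole number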;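 note: rat C6 glioma host cells with rolipram phosphodiesterase inhibitor present; the protocol text gives 20 µM as final concentration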
Target sequence (P43116 whole entry, looked up): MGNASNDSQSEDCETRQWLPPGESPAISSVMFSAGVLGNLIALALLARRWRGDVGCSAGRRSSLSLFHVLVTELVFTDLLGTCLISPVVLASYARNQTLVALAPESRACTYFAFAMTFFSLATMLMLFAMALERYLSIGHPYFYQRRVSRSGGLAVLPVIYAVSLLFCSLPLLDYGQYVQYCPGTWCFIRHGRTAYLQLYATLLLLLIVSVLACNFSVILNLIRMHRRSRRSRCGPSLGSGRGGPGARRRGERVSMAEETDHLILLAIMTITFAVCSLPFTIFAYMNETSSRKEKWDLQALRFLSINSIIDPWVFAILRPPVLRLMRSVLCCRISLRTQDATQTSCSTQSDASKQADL
Calpain2 inh = inhibitors of pig calpain II | AID 1236 | purified calpain II, fluorogenic peptide substrate, 30 min | inhibition, % at 16 µM | 0.37% of 220,000 active;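 active = inhibition above about 50%, limit read from the data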
eIF4E-4G inh = inhibitors of eIF4E and eIF4G interaction in translation initiation | P63073+Q04637 | TR-FRET eIF4E-eIF4GI(517-606) binding, 2 h | inhibition, % at 21.7 µM | 0.37% of 220,000 active;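 active = inhibition above about 30%, limit read from the data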;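 note: 0% = full FRET control wells and 100% = background wells lacking eIF4GI fragment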
Rad51 HR inh = blocks human Rad51 in homologous recombination; hRad51 DNA strand exchange, fluorescence dequenching; inhibition, % at 10 µM; 0.085% of 200,000 active; Q06609;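 active = inhibition above 40% at the single screening dose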;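 note: 0% = DMSO control wells and 100% = blanks with heterologous ssDNA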
Target sequence (Q06609 whole entry, looked up): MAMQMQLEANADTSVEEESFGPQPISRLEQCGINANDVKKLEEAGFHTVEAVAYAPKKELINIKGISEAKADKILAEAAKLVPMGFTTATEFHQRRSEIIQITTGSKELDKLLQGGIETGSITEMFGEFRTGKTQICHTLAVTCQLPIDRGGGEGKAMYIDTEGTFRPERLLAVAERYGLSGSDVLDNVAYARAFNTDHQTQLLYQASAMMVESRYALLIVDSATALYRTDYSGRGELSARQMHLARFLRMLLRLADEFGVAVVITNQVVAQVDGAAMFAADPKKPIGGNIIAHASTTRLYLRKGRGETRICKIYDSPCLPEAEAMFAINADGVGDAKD
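Test system – preformed human Rad51 ssDNA filaments · Reagent – Donor/quencher-labelled 47-bp dsDNA substrate · Incubation – 37 °C 15-min filament assembly, 30-min compound preincubation, 15-min exchange · Signal – FRET fluorescence dequenching, excitation 485 nm, emission 520 nm · Read-out – percent inhibition from fluorescence, normalised to plate control and blank means · Benchmarks – plate control and blank wells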
TbHK1 inh = T. brucei hexokinase 1 inhibition; recombinant TbHK1, G6PDH-coupled NADH A340; inhibition, % at 10 µM; 0.11% of 220,000 active;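 active = inhibition of 50% or more in the single-dose primary screen; inactive = inhibition below 50%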
Hck Nef HTS = human Hck-Nef kinase inhibition | 0.68% of 220,000 active | inhibition, % at 20 µM | AID 463187 | P08631 | Recombinant Hck-YEEI plus Nef, Z-Lyte FRET kinase assay;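 active = Hck-Nef kinase inhibition above about 50%, limit read from the data; inactive = inhibition below that limit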;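 note: 0% = DMSO with Hck plus Nef and 100% = Hck alone without Nef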
EP2 mod = modulates human prostaglandin E2 receptor EP2 signaling; P43116; EP2-expressing cells, cAMP HTRF FRET, PGE2 co-stimulation; induction, % at 25 µM; 0.83% of 260,000 active;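 active = compounds whose cAMP rise, as percent of the full-agonist control response, exceeds 60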;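 note: rat C6 glioma line stably carrying human EP2 under a CMV promoter; the protocol text gives 20 µM as final concentration; 100% = response of wells given 1 µM PGE2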
14-3-3 Bad inh = disrupts binding of bovine 14-3-3 zeta to phospho-Bad peptide; TR-FRET 14-3-3zeta/Dy647-pBad peptide displacement, 1 h; AID 781; 0.71% of 220,000 active; inhibition, % at 21.7 µM; P63103;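 active = inhibition above about 70%, limit read from the data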;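 note: 0% = full 14-3-3 plus peptide FRET controls and 100% = background without 14-3-3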
Target sequence (P63103 whole entry, looked up): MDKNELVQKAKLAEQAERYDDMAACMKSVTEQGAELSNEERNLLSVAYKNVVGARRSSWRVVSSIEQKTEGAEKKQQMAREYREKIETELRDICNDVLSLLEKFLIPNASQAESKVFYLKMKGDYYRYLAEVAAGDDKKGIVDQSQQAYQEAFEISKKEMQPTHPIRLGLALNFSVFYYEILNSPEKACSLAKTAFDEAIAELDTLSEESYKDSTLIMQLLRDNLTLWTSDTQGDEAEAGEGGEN
L929 necroptosis = blocks zVAD induced death of L929 cells | 0.38% of 220,000 active | viability rescue, % at 10 µM | L929 zVAD necroptosis rescue, ATP luminescence, 24 h; with zVAD 60 µM;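 active = activation, scaled between plate controls, above about 75%, limit read from the data; inactive = activation under that limit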;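 note: 0% = zVAD with DMSO and 100% = DMSO alone without zVAD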
An asterisk follows results filed as active; i = inactive; · = no result given; & = joins results of further samples; [ ] = remark or other dose. Not all compounds are listed. The share of hits here may be higher or lower than overall.

SMILES | PGE2 EP2 inh | Calpain2 inh | eIF4E-4G inh | Rad51 HR inh | TbHK1 inh | Hck Nef HTS | EP2 mod | 14-3-3 Bad inh | L929 necroptosis
Cc1ccc(C2(C)NC(=O)N(CC(=O)Nc3ccc(-c4nc5ccc(C)cc5s4)cc3)C2=O)cc1 (stereo not given) | 0 | -144 | -15 | -6 | -34 | 27 | 0 | -3 | 1.5
CCc1ccc(OCC(=O)Nc2ccc(CN3CCCCC3)cc2)cc1 | 15 | 20 | -5 | 23 | 1 | 3 | -27 | 5 | 0.0
COc1cccc(/C=C/C(=O)OCC(=O)Nc2cccc(S(=O)(=O)N3CCCCC3)c2)c1OC | 13 | -13 | 1[fluorescence artefact?] | -4 | -5 | 4 | 28 | -5 | 0.7
Cn1c(=O)n(Cc2ccco2)c(=N)c2c3c(sc21)CCC3 | 5 | -9 | 4 | -6 | 1 | 1 | 14 | -5 | -0.1
CC1CN(CCn2cnc3c(N)ncnc32)CC(C)O1 (stereo not given) | 5 | -4 | 2 | 11 | -1 | 17 | 3 | 2 | 0.7
O=C(Cn1c(=O)n(CCC(=O)N2CCc3ccccc3C2)c(=O)c2ccccc21)NCC1CCCO1 (stereo not given) | 11 | 12 | -2 | -9 | -7 | 3 | 17 | 0 | 0.5
O=C(CN1CCN(c2ccccn2)CC1)N1CCc2ccccc21 | 6 | 15 | -2 | 1 | -5 | 3 | 6 | 3 | 1.3
O=C(Nc1cccnc1)c1cccc(S(=O)(=O)N2CCCC2)c1 | 5 | 12 | -2 | · | 6 | 21 | -20 | -4 | 2.1
CNC(=O)c1c(O)c2cccc3c2n(c1=O)CC3 | 13 | · | · | 1 | -3 | 6 | · | · | 1.8
CS(=O)(=O)N1CCC(C(=O)Nc2ccccc2Sc2ccccc2)CC1 | 8 | -20 | 4[fluorescence artefact?] | -3 | -1 | 2 | 34 | 6[fluorescence artefact?] | -0.1
Cc1cc(NC(=O)c2ccc(NC(=O)CC(C)C)cc2)no1 | 4 | -21 | -17 | 5 | 6 | -20 | -18 | -7 | -0.2
COc1ccc(OCC(=O)Nc2ccccc2Cl)cc1 | 7 | -21 | 0 | -27 | 4 | 18 | -11 | -6 | 3.0
NC(=O)NC(=O)COC(=O)CCSc1ccccc1 | 4 | -10 | -1 | -2 | -1 | 17 | 21 | -6 | 0.4
CCOC(=O)N1CCC(N2Cc3cccc(C(=O)Nc4cccc(F)c4)c3C2=O)CC1 | 7 | -29 | -5 | 5 | -12 | -5 | 30 | -10 | -0.9
NC(=O)C1CCN(c2ccc([N+](=O)[O-])cc2Cl)CC1 | 10 | -9 | 5 | 1 | -9 | 7 | -15 | -12 | -0.5
CN(C)CCCN(Cc1cc2cc3c(cc2[nH]c1=O)OCCO3)C(=O)NC1CCCCC1 | 6 | -66 | 3 | 1 | -35 | 26 | 15 | 5 | 0.1
COc1ccc(CC(=O)N/N=C/c2cccn2-c2ccc([N+](=O)[O-])cc2)cc1OC | 5 | -68 | -2[fluorescence artefact?] | 2 | -9 | 2 | -2 | -5 | 0.0
CCc1ccc(-n2cccc2/C=C2/C(=N)N3C(=NC2=O)SN=C3S(C)(=O)=O)cc1 | 10 | 10 | 21 | -6 | 6 | 45 | -25 | 13 | 2.6
COc1ccc(N2CCN(C(=O)CCNC(=O)c3ccccc3)CC2)cc1 | 10 | -17 | 4 | 6 | -8 | 0 | 0 | -2 | 0.9
O=C(NC1CCCCC1)C1CCCN1C(=O)NCc1ccccc1 (stereo not given) | 7 | -15 | -12 | -5 | 6 | 0 | 19 | -4 | 0.1
CC(=O)OC[C@H]1O[C@@H](n2ncc(=O)[nH]c2=O)[C@H](OC(C)=O)[C@@H]1OC(C)=O | 10 | 10 | 0 | 3 | 5 | -2 | 10 | 71* | -0.2
CC(NS(=O)(=O)c1ccc(OCC(=O)N2CCOCC2)c(Cl)c1)c1ccccc1 (stereo not given) | 9 | -12 | 4 | 10 | -2 | 2 | 2 | -1 | -0.4
O=C(NC1CCCCCCC1)c1ccccc1-c1ccccc1 | 10 | 27 | 3[fluorescence artefact?] | 25 | -2 | 3 | 3 | 5 | 0.0
COC(=O)CCC(=O)Nc1cc(S(=O)(=O)Nc2ccc(Cl)cc2)ccc1N1CCOCC1 | 3 | -1 | -1[fluorescence artefact?] | -5 | -7 | 1 | 7 | 18 | 0.2
Cc1cc(C)n(-c2nc(NCC3CCCO3)c3c4c(sc3n2)COC(C)(C)C4)n1 (stereo not given) | 27 | i | -7 | · | -14 | 0 | 10 | 6[fluorescence artefact?] | -1.5
CCNC(=O)COC(=O)CCC(=O)c1cccs1 | 9 | 7 | -1 | 11 | -2 | 2 | 18 | 9[fluorescence artefact?] | -0.3
COC(=O)c1ccc(-c2noc(CN3CCCC(CNC(C)=O)C3)n2)cc1 (stereo not given) | 8 | -32 | 5 | 0 | -2 | 15 | 15 | -4 | 0.8
CC1CCN(CC(=O)Nc2ccccc2C#N)CC1 | 14 | 14 | 2 | · | 9 | 15 | 9 | 7 | -0.7
C=CCNC(=S)N1CCN(C2CCCCC2)CC1 | 9 | 13 | -8 | · | -6 | 17 | 10 | -1 | -1.0
CCc1nc2ccccc2c(=O)n1NC(=O)c1c(O)c2ccccc2n(CC)c1=O | 7 | -132 | -3 | -62 | -7 | 22 | 27 | -19 | 38
O=C(NCCCO)C12CC3CC(CC(C3)C1)C2 | 21 | · | · | · | 6 | 7 | · | · | 0.8
CC(=C/c1ccco1)/C=N/NC(=O)CSc1nnc(SCc2ccc(C)cc2)s1 | 4 | -6 | 5[fluorescence artefact?] | -8 | -3 | 3 | -2 | -3[fluorescence artefact?] | 3.0
COC(=O)c1[nH]c2ccccc2c1NS(=O)(=O)c1ccc(OC)cc1OC | 10 | 1 | 2 | -1 | 2 | 5 | 27 | -2 | -0.1
CCN(CC)C(=O)c1ccc(/C=C/c2c[nH]c3ccccc23)[n+](C)c1 | 13 | 0 | -2 | · | -7 | 2 | -9 | 11 | -0.5
Cc1cc(NCc2ccco2)nc2cc(O)ccc12 | 13 | -415 | -2 | -2 | -14 | 14 | 1 | 15 | -0.1
CCn1ncc(Br)c1C(=O)Nc1ccccc1C(=O)OC | 4 | · | · | 12 | 3 | -2 | · | · | 0.0
CCCCCCCN(C(=O)CCl)c1ccccc1C | 9 | 13 | 2[fluorescence artefact?] | -8 | 3 | -3 | 31 | -4 | -0.9
CCOC(=O)C(=O)Nc1ncc(Cl)s1 | 6 | -14 | 1 | · | -14 | 12 | 11 | -4 | 0.4
O=C(N/N=C/c1ccc([N+](=O)[O-])o1)C(=O)Nc1ccc(C(=O)O)cc1 | 8 | 8 | 1 | 11 | -37 | 16 | 7 | 14 | 1.3
Cc1ccnc(NCn2nnc3ccccc32)c1 | 8 | 12 | 0 | -6 | -4 | 1 | -14 | 3 | -0.2

Part of the list above, comma-delimited.
Molecule,PGE2 EP2 inh,Calpain2 inh,eIF4E-4G inh,Rad51 HR inh,TbHK1 inh,Hck Nef HTS,EP2 mod,14-3-3 Bad inh,L929 necroptosis
CC(=O)OC[C@H]1O[C@@H](n2ncc(=O)[nH]c2=O)[C@H](OC(C)=O)[C@@H]1OC(C)=O,10,10,0,3,5,-2,10,71*,-0.2
CC(NS(=O)(=O)c1ccc(OCC(=O)N2CCOCC2)c(Cl)c1)c1ccccc1 (stereo not given),9,-12,4,10,-2,2,2,-1,-0.4
O=C(NC1CCCCCCC1)c1ccccc1-c1ccccc1,10,27,3[fluorescence artefact?],25,-2,3,3,5,0.0
COC(=O)CCC(=O)Nc1cc(S(=O)(=O)Nc2ccc(Cl)cc2)ccc1N1CCOCC1,3,-1,-1[fluorescence artefact?],-5,-7,1,7,18,0.2
Cc1cc(C)n(-c2nc(NCC3CCCO3)c3c4c(sc3n2)COC(C)(C)C4)n1 (stereo not given),27,i,-7,·,-14,0,10,6[fluorescence artefact?],-1.5

Other results follow.
SMILES | PGE2 EP2 inh | Calpain2 inh | eIF4E-4G inh | Rad51 HR inh | TbHK1 inh | Hck Nef HTS | EP2 mod | 14-3-3 Bad inh | L929 necroptosis
O=C(Nc1nnc(CC2=CCCCC2)s1)c1cccs1 | 6 | 18 | 0 | -3 | 9 | 6 | -16 | -2 | 0.6
COc1cc(S(=O)(=O)N2CCCCC2)ccc1NC(=O)Cc1ccccc1 | 5 | -7 | 11 | -4 | 1 | 3 | 7 | -4 | 0.7
CCC(NC(C)C)C(O)c1ccc(O)c(O)c1 (stereo not given) | 15&11 | -12 | -2 | 2 | 2 | -1 | 61* | -4 | 2.9
Cc1ccc2nc(C)c3c(c2c1)OC(C(C)(Cl)Br)C3 (stereo not given) | 6 | 20 | 7 | 11 | -11 | 28 | -5 | -2 | -0.4
CCC(C)c1c(O)nc(SCc2ccccc2)[nH]c1=O (stereo not given) | 3 | 9 | -4[fluorescence artefact?] | -1 | 2 | 5 | 40 | -6[fluorescence artefact?] | 0.1
Cn1c(Cn2nnc3ccccc32)nnc1SCC(=O)Nc1nccs1 | 8 | -6 | 4 | -13 | -7 | 1 | 5 | 3 | 0.8
Cc1cc(OCCNCCO)cc(C)c1Cl | 5 | 4 | 6 | 5 | 0 | 0 | -22 | -7 | 0.0
CCOc1ccc(-n2nc3c(SCCN4CCCC4)nnc(C)c3c2C)cc1 | 20 | 16 | 0 | -28 | 2 | 0 | 37 | 11 | -0.5
CCC(C)c1ccc(NC(=O)c2cccnc2)cc1 (stereo not given) | 4 | 11 | 1 | -5 | 5 | 0 | -4 | 3 | 0.5
O=C(COC(=O)CCc1ccc(S(=O)(=O)N2CCOCC2)cc1)Nc1ncc(C(F)(F)F)cc1Cl | 9 | -2 | 2 | 8 | 25 | -11 | 44 | 1 | 0.0
CC(C(=O)N1CCCc2c1c(=O)oc1ccc(O)cc21)N1CCc2ccccc2C1 (stereo not given) | 15 | 20 | -2 | 3 | 23 | 14 | 2 | -15 | -0.9
CSc1ncc(-c2ccccc2)cn1 | 8 | -17 | -1 | 6 | -3 | 1 | 10 | -15 | 2.1
O=C(COC(=O)c1ccco1)Nc1nc2ccccc2s1 | 6&10 | 28 | 3 | -4 | -2 | 1 | -29&-53 | -5[fluorescence artefact?] | 1.7
O=C1CCOc2cc(OCc3ccccc3)ccc21 | 3 | -8 | 1 | -1 | 3 | 8 | 26 | 16 | 0.5
CC(C)(C)C1CCC(C(=O)OCC(=O)Nc2ccc3[nH]c(=O)[nH]c3c2)CC1 (stereo not given) | 3 | -41 | 2 | 19 | -4 | 0 | -1 | -1 | 38
COc1ccccc1NC(=O)Nc1ccc(Cl)c(S(=O)(=O)Nc2ccccc2OC)c1 | 16 | -48 | -5 | -4 | 6 | 2 | -79 | -25 | 0.2
COc1ccc(NC(=O)C(CC(C)C)NC(=O)C2CCCCC2)c(OC)c1 (stereo not given) | 4 | 7 | -4 | 11 | -2 | 3 | -22 | -11 | -0.1
CCOC(=O)N1CCN(C(=O)C2CCCN(S(=O)(=O)c3ccc(C)cc3)C2)CC1 (stereo not given) | 6 | 33 | 5[fluorescence artefact?] | -9 | -5 | -2 | 5 | 23[fluorescence artefact?] | -0.4
CC1=NN(c2ccccc2)C(=O)C1(C)[N+](=O)[O-] (stereo not given) | 6 | -1 | 9 | -8 | -6 | 3 | 20 | -6 | 1.2
Cc1ccc(NC(=O)N2C(=O)C3(OCCO3)c3ccccc32)cc1 | 14 | -19 | -4 | 9 | 0 | -1 | 8 | -5 | 65
O=C(O)COc1ccc(=O)n(-c2ccccc2)n1 | 8 | 11 | 7 | -1 | -7 | -1 | -11 | 7 | 0.1
